BoNT F protease: blocks Botulinum neurotoxin F light chain protease | 360,000 compounds, 0.22% hits | inhibition, % at 10 µM | Multiplex microsphere protease cleavage assay, flow cytometry; in the data active means inhibition above about 35%, passing the limit was not always enough; inconclusive means no clear call, values can overlap the other calls; further: plate controls were buffer without enzyme for full effect and enzyme alone for no effect
MazF activator: MazEF (E. coli) toxin RNase activation; P0AE70; FAM/BHQ RNA-DNA oligo cleavage fluorescence, 5 h; activation, % at 20 µM; 350,000 compounds, 0.32% hits; AID 504720; in the data active means activation above about 50%
FBA Mtb inh: inhibits M. tuberculosis FBA enzyme. purified M. tuberculosis FBA, fluorescence read-out. inhibition, % at 1 µM. 360,000 compounds, 2.3% hits. AID 588726; in the data active means inhibition above about 27%;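 further: 0% = vehicle and 100% = reference inhibitor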
CCHFV vOTU inh: CCHFV vOTU protease inhibition | Pep-AMC fluorescence | inhibition, % at 11.5 µM | 370,000 compounds, 0.55% hits; further: 0% = vehicle wells with enzyme and 100% = no enzyme wells
UGM FP inh: blocks M. tuberculosis UGM enzyme | purified UGM, fluorescence polarization probe displacement | inhibition, % at 10 µM | 320,000 compounds, 0.06% hits | AID 504406; in the data active means inhibition above about 10%, passing the limit was not always enough; inconclusive means no clear call, values can overlap the other calls
Target sequence (P9WIQ1 whole entry, looked up): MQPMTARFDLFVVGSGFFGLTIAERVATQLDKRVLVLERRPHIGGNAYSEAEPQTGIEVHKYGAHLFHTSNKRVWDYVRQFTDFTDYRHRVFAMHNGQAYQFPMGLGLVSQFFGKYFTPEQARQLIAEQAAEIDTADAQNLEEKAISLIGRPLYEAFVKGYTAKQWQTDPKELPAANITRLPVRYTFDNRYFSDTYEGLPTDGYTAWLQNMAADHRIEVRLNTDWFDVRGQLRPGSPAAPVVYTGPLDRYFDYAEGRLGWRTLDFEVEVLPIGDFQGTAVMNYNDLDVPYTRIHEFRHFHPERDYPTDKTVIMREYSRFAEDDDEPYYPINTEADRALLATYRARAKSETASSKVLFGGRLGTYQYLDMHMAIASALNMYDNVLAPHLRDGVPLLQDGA
GDH-TPI inh: inhibits GDH-TPI coupling enzymes, artifact for Mtb FBA screen | GDH-TPI coupled enzyme counterscreen, NADH absorbance | inhibition, % at 4.8 µM | 360,000 compounds, 1.2% hits | AID 588335;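 further: 0% = DMSO wells and 100% = wells lacking the enzyme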
Rv3671c protease: Rv3671c (M. tuberculosis) protease inhibition. P9WHR9. inhibition, % at 5.96 µM. 320,000 compounds, 0.048% hits. AID 2606; in the data active means inhibition above about 38%;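 further: extracellular domain of Rv3671c used as enzyme; 0% = enzyme with DMSO and 100% = no enzyme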
Target sequence (P9WHR9 whole entry, looked up, the tested form may be a part): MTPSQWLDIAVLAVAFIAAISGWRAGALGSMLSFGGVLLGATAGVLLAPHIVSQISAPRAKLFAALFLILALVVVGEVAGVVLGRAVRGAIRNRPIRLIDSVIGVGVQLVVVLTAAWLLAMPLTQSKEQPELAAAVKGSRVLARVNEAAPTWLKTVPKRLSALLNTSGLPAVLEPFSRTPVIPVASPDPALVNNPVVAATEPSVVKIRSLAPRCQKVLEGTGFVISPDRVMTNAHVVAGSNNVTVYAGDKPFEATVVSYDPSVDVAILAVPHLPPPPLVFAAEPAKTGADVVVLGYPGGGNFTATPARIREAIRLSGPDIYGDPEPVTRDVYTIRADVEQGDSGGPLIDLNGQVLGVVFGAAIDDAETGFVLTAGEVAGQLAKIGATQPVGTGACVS
FadD28 FP inh: blocks FadD28 binding to the bisubstrate probe. fluorescence polarization. inhibition, % at 12.5 µM. 360,000 compounds, 0.22% hits; in the data active means inhibition above about 8.5%, passing the limit was not always enough; inconclusive means no clear call, values can overlap the other calls
VHR inh abs: inhibitors of human VHR1 phosphatase (DUSP3). inhibition, % at 13.3 µM. recombinant VHR phosphatase, pNPP absorbance. AID 1654. P51452. 290,000 compounds, 0.52% hits; in the data active means inhibition above about 50%; further: some compounds called inactive have numbers as strong as hits
Target sequence (P51452 whole entry, looked up): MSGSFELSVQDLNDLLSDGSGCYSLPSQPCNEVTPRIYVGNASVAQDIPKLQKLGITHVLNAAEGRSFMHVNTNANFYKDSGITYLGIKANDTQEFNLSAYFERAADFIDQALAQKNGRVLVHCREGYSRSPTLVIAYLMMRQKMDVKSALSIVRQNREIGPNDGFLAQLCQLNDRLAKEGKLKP
BioA inh: blocks M. tuberculosis BioA enzyme activity; inhibition, % at 9.99 µM; 360,000 compounds, 0.096% hits; purified M. tuberculosis BioA enzyme, plate reader; AID 602481; in the data active means inhibition above about 40%; inconclusive means no clear call, values can overlap the other calls
Active calls of the source: *; ? = inconclusive; / = no result given; + = active, no number; & = joins results of further samples. Unless noted, no stated cut-off is given here; in the data, active means inhibition above about 30%; inactive means the rest.

SMILES	BoNT F protease	MazF activator	FBA Mtb inh	CCHFV vOTU inh	UGM FP inh	GDH-TPI inh	Rv3671c protease	FadD28 FP inh	VHR inh abs	BioA inh
C=CCn1c(N)c(C(=O)N2CCOCC2)sc1=S	5	-9	-1	9	0.1	10	5	-2.1	11	/
CCCc1cc(=O)c2ccc(OCC(C)=O)cc2o1	2	4	1	-1	-2.8	4	-9	-3.2	16	8.5
O=C(/C=C/c1cccc(F)c1)OCC(=O)N1CCc2ccccc21	-10	-22	-1	9	2.4	-9	-2	-3.0	/	-0.5
O=C(NC1CCCCC1)C1(S(=O)(=O)c2ccc(Cl)cc2)CC1	-2	11	-1	0	-1.4	7	-5	0.9	-25	2.1
COC(=O)c1c(NC(=O)C(C)(C)C)csc1C	6	6	0	-4	1.1	-8	-1	-0.4	0	/
CN(CC(=O)Nc1ccc(Cl)cc1)S(=O)(=O)c1cccc2cccnc12	-4	-1	0	5	0.9	5	3	-3.1	2	1.4
Cc1nnc(SCC(=O)NC2CCCc3ccccc32)n1-c1ccccc1 (centres undefined)	-1	-3	2	9	1.6	-1	2	-2.9	-5	/
CC(C)C(NC(=O)c1ccc(C(C)(C)C)cc1)C(=O)O (centres undefined)	-5	1	1	-5	1.6	-4	0	0.2	25	-1.4
CC(C)(C)NC(=O)CN(Cc1ccc(F)cc1)C(=O)Cn1nnc(-c2ccc(F)cc2)n1	-2	6	3	6	2.0	-3	1	0.2	14	2.7
CCN(CC(=O)NCc1cccs1)C(=O)COc1ccccc1C#N	-10	0	-3	4	-1.9	-1	3	-3.8	/	-1.8
COc1ccc(NS(=O)(=O)c2cc(NC(=O)c3nn(C)c(=O)c4ccccc34)ccc2OC)cc1	-2	3	-2	-14	1.2	3	-7	-2.4	-8	/
CC(=O)c1ccc(N2CCN(C(=O)Cc3ccccc3)CC2)c(F)c1	25	-5	2	25	-1.0	3	-5	-2.1	/	55*

7 neighbouring compounds out of the list so far, for reference:
SMILES	BoNT F protease	MazF activator	FBA Mtb inh	CCHFV vOTU inh	UGM FP inh	GDH-TPI inh	Rv3671c protease	FadD28 FP inh	VHR inh abs	BioA inh
O=C(/C=C/c1cccc(F)c1)OCC(=O)N1CCc2ccccc21	-10	-22	-1	9	2.4	-9	-2	-3.0	/	-0.5
O=C(NC1CCCCC1)C1(S(=O)(=O)c2ccc(Cl)cc2)CC1	-2	11	-1	0	-1.4	7	-5	0.9	-25	2.1
COC(=O)c1c(NC(=O)C(C)(C)C)csc1C	6	6	0	-4	1.1	-8	-1	-0.4	0	/
CN(CC(=O)Nc1ccc(Cl)cc1)S(=O)(=O)c1cccc2cccnc12	-4	-1	0	5	0.9	5	3	-3.1	2	1.4
Cc1nnc(SCC(=O)NC2CCCc3ccccc32)n1-c1ccccc1 (centres undefined)	-1	-3	2	9	1.6	-1	2	-2.9	-5	/
CC(C)C(NC(=O)c1ccc(C(C)(C)C)cc1)C(=O)O (centres undefined)	-5	1	1	-5	1.6	-4	0	0.2	25	-1.4
CC(C)(C)NC(=O)CN(Cc1ccc(F)cc1)C(=O)Cn1nnc(-c2ccc(F)cc2)n1	-2	6	3	6	2.0	-3	1	0.2	14	2.7

(listing goes on)
SMILES	BoNT F protease	MazF activator	FBA Mtb inh	CCHFV vOTU inh	UGM FP inh	GDH-TPI inh	Rv3671c protease	FadD28 FP inh	VHR inh abs	BioA inh
CCc1nc2c(OCc3ccc(F)c(F)c3)cccn2c1N(C)C(=O)C(C)C	-8	/	-2	7	/	4	/	-3.2	/	10
Cc1ccc(S(=O)(=O)N2[C@@H](c3ccc(Cl)cc3)C(C(=O)O)=CC[C@H]2c2cccc(Cl)c2)cc1	3	8	-1	10	0.5	4	-5	-4.3	/	5.0
CC(C)CNS(=O)(=O)c1ccc(CCC(=O)N2CCN(c3ccccc3)CC2)cc1	-9	-11	-2	15	0.9	3	-5	-1.5	8	/
O=C(NCc1ccccc1)c1cc(-c2ccncc2)nc2ccc(S(=O)(=O)N3CCOCC3)cc12	-3	7	0	8	-0.7	14	-7	-1.7	9	/
COC(=O)CCC(=O)OC	7	-16	0	-3	/	2	-2	-2.5	/	2.6
COc1cc(NS(=O)(=O)c2cccc3nsnc23)cc(OC)c1	1	0	1	-18	2.4	15	-1	-2.4	6	-0.5
N#C/C(=C\c1cn(-c2ccccc2)nc1-c1ccccc1)S(=O)(=O)c1ccccc1	20	-11	-1	-4	0.1	7	-6	0.7	-7	-0.5
c1ccc(-c2cnc(SCCN3CCOCC3)n2CC2CCCO2)cc1 (centres undefined)	-6	-3	3	9	2.1	14	-7	-0.5	-5	-0.1
FC(F)(F)c1ccc(NCc2ccccn2)nc1	-21	7	2	-4	1.6	0	-12	-2.2	6	-3.3
Cc1cc(C=O)c(C)n1C(C)C	3	5	1	-16	1.4	0	-8	0.1	-6	/
Cc1ccc2nc(-c3cccc(N)c3)[nH]c2c1	-10	5	137*	-23	-0.4	8	-4	-1.5	-9	1.9
O=C(Nc1ccc(Cl)cc1)Nc1ccccc1C(=O)NCc1ccco1	-15	8	1	-1	-2.3	-7	-11	-4.0	4	-0.3
CC(=O)c1cccc(N/C=C\C(=O)c2ccc(C)cc2)c1	5	0	2	20	0.9	29	-2	-2.3	-7	-2.0
Cc1cc(Cl)c(S(=O)(=O)N2CCN(c3cccc(C)c3C)CC2)cc1OCC(N)=O	2	0	1	-3	-0.5	9	-15	-0.8	0	-0.3
CCN(C(=O)Cn1cnc2cc([N+](=O)[O-])ccc2c1=O)C1CCS(=O)(=O)C1 (centres undefined)	-4	-1	-1	-11	1.1	-1	2	-4.1	28	2.7
Cc1ccnc(NS(=O)(=O)c2ccc(NC(=O)c3cc(=O)c4ccccc4o3)cc2)n1	-1	-7	2	13	1.5	22	-6	-0.8	14	-0.6
COCCCNC(=S)N1CCN(S(C)(=O)=O)CC1	-3	-3	-1	-1	-1.1	5	0	0.5	-4	/
O=C1CN(N=Cc2ccco2)C(=O)N1	6	3	0	-6	/	8	/	0.7	/	-0.3
O=C(O)/C(=C\c1cn(-c2ccccc2)nc1-c1ccc(Cl)cc1)NC(=O)c1ccccc1	4	-12	4	-1	0.4	16	-4	-1.9	7	-2.2
O=C(c1ccco1)N1CCn2c1nc1ccccc12	-12	-10	1	11	1.0	1	3	-2.8	12	-1.2
CCOCC(O)CS(=O)(=O)c1ccccn1 (centres undefined)	2	-2	-3	-7	-0.9	1	8	-0.3	21	-0.8
CC(=O)Nc1ccc(NCc2ccc(-c3ccccc3)cc2)cc1	?	2	2	10	/	3	/	-0.4	/	-0.9
CCC1CCCCN1C(=O)CSc1nnc2nc(C)cc(C)n12 (centres undefined)	-12	4	-3	-9	-3.6	-7	-2	-2.2	/	-0.6
O=S(=O)(c1ccc(F)cc1)N1CCN(c2ccc(F)cc2)CC1	?	13	2	-6	0.6	6	-3	-2.6	1	1.1

Six entries from above, arranged by length of the SMILES, smallest number first:
SMILES	BoNT F protease	MazF activator	FBA Mtb inh	CCHFV vOTU inh	UGM FP inh	GDH-TPI inh	Rv3671c protease	FadD28 FP inh	VHR inh abs	BioA inh
COC(=O)CCC(=O)OC	7	-16	0	-3	/	2	-2	-2.5	/	2.6
C=CCn1c(N)c(C(=O)N2CCOCC2)sc1=S	5	-9	-1	9	0.1	10	5	-2.1	11	/
O=C(/C=C/c1cccc(F)c1)OCC(=O)N1CCc2ccccc21	-10	-22	-1	9	2.4	-9	-2	-3.0	/	-0.5
O=C(NC1CCCCC1)C1(S(=O)(=O)c2ccc(Cl)cc2)CC1	-2	11	-1	0	-1.4	7	-5	0.9	-25	2.1
CN(CC(=O)Nc1ccc(Cl)cc1)S(=O)(=O)c1cccc2cccnc12	-4	-1	0	5	0.9	5	3	-3.1	2	1.4
Cc1ccc(S(=O)(=O)N2[C@@H](c3ccc(Cl)cc3)C(C(=O)O)=CC[C@H]2c2cccc(Cl)c2)cc1	3	8	-1	10	0.5	4	-5	-4.3	/	5.0

(listing goes on)
SMILES	BoNT F protease	MazF activator	FBA Mtb inh	CCHFV vOTU inh	UGM FP inh	GDH-TPI inh	Rv3671c protease	FadD28 FP inh	VHR inh abs	BioA inh
COc1ccc(C(=O)/C=C/Nc2c(C)n(C)n(-c3ccccc3)c2=O)cc1OC	0	-8	-1	-12	1.6	35*	-6	1.0	-2	1.3
Cc1cc(C)nc(NC(=O)NS(=O)(=O)N2CCCCCC2)n1	-4	-4	0	3	-0.4	0	0	-2.3	3	-1.8
O=C(c1ccc(CN2CCOCC2)cc1)N1CCN(c2ccccc2)CC1	-15	-8	2	-22	0.6	0	7	0.6	9	0.5
Cc1ccc(S(=O)(=O)c2nc(S(=O)(=O)c3ccc(C)cc3)c(NCc3ccco3)s2)cc1	-6	6	-1	/	-0.5	14	-16	-0.3	13	/
Cc1ccc(S(=O)(=O)N(C)C)cc1NC(=O)COC(=O)c1c(C)noc1C	-3	2	0	-4	/	-9	-3	-3.0	-13	/
Cn1cccc1C(=O)NC1CCCCC1	-8	5	1	3	3.7	-2	-1	-1.0	/	-0.7
C=CCOc1c(Br)cc(CNCCCN2CCOCC2)cc1OC	-3	8	3	-9	-0.9	4	/	-2.7	43	-1.7
CC(=O)Cc1nsc(NC(=O)c2csc3c2CCCC3)n1	17	-10	0	-1	3.8	-1	-34	0.5	-2	-1.6
O=c1nc(Nc2cccc(Cl)c2)oc2cc(Cl)oc(=O)c12	22	-24	8	12	-1.4	8	-30	0.1	19	-1.6
CC(=O)Nc1cc2c(cc1Br)-c1ccccc1C2	0	3	-3	-8	/	0	/	-2.0	/	4.6
CCc1nnc(NC(=O)Cc2ccc(OC)cc2)s1	6	1	2	14	1.6	2	-4	0.3	-10	-1.3
CO/N=C/CC(=O)Nc1ccc(F)cc1F	-8	-3	-3	13	-1.2	-10	-3	-4.5	-8	-0.5
CC1CC(=O)NN1C(=O)c1ccccc1 (centres undefined)	?	5	-1	8	-3.5	-3	-1	-1.9	25	/
CCCCNC1(C#N)CCN(Cc2ccccc2)CC1	-10	11	1	-3	/	-6	/	-1.9	/	-1.3
CCC1OC2(C)OC(=N)C1(C#N)C(C#N)(C#N)C2c1ccccc1 (centres undefined)	-2	26	56*	-153	3.4	1	-2	-0.9	-13	/
CCN(CC)S(=O)(=O)c1ccc(OC)c(NC(=O)c2ccc(OC)c([N+](=O)[O-])c2)c1	-4	2	0	28	1.8	2	-7	-2.3	/	0.7
Cc1ccc(C(=O)COC(=O)c2cccc(N3C(=O)c4c(C)nc5ccccc5c4C3=O)c2)cc1C	-3	0	-1	4	-1.1	10	-5	-1.0	18	0.5&0.4
NC(=O)COC(=O)CNC(=O)c1sc2ccccc2c1Cl	0	-3	0	9	-1.6	-10	-2	-3.7	2	-1.7
COc1cc2c(cc1OC)-c1cc(OCCN3CCOCC3)nc(=O)n1CC2	-2	4	+	-254	1.2	32*	-4	-0.7	15	-2.9
CC(C)C(=O)n1nc(-c2cccnc2)nc1NCc1cccs1	-2	3	-1	14	-0.1	-5	7	-2.0	-13	0.0
COc1cc(CC(=O)Nc2ccc3c(c2)CCC3)cc(OC)c1OC	-1	14	0	-4	-1.4	-2	9	0.9	0	-0.4
CN(c1ccc(C(=O)NCc2ccccn2)cc1)S(C)(=O)=O	-7	-2	1	-9	-1.6	12	-4	-1.6	-4	-0.6

Screens (PubChem BioAssay)

Hits appear at their usual frequency; overall some 4.9% were active at least once.
